# Screening results from PubChem.
# AGP1 TOR yeast – modulators of AGP1-GFP expression in yeast TOR pathway, primary screen, cell-based, multiplex flow cytometry, S. cerevisiae, MLPCN library; actives 0.02% (n = 320,000); 3 h; GFP as percent of DMSO wells; GFP response vs DMSO, % at 10 µM; AID 2066, 2009;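 active = GFP response relative to DMSO above a set limit, near screen average plus 3 SD, cut at about 150% in these data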;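 note: median GFP channel fluorescence of the gated AGP1 strain per well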
# AHR act – AHR activators, primary screen, cell-based, luminescence, luciferase reporter, human; activation, % at 5 µM; AHR-responsive luciferase reporter cells; actives 2.5% (n = 320,000); Aryl hydrocarbon receptor (Homo sapiens), P35869; in the data active = activation above about 47%;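 note: 0% = vehicle wells and 100% = reference agonist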
# Target sequence (P35869 whole entry, looked up): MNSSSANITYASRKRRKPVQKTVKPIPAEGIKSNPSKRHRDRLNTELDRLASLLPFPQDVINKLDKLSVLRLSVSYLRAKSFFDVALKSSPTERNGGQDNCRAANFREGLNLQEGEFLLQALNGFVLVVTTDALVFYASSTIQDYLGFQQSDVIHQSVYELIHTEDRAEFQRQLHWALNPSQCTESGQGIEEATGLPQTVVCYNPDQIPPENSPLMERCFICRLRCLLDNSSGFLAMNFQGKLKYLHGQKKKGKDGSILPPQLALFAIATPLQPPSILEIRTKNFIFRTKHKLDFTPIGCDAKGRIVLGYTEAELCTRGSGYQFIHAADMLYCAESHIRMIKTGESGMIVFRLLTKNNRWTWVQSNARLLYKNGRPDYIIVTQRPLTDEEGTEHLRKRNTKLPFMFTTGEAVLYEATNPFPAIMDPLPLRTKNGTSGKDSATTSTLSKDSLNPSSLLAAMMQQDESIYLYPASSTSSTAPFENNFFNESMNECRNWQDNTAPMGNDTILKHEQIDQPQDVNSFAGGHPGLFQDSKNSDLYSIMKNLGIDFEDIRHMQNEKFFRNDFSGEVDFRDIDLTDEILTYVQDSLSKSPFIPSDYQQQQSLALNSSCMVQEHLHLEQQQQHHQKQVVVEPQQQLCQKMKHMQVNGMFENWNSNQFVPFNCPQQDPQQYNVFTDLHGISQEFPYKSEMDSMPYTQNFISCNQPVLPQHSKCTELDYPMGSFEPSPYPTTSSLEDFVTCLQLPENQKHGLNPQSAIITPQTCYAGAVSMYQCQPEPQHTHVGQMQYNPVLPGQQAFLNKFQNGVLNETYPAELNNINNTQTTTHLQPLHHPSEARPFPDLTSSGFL
# Efflux pump inh – inhibitors of Candida efflux pumps in yeast, primary screen, S. cerevisiae, Nile Red, multiplex | S. cerevisiae Candida pump triplex | inhibition, % at 10 µM | actives 0.44% (n = 330,000) | AID 485275, 2010;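 active = plate passing quality check with inhibition over a set limit, or well fluorescence over plate mean plus 4 SD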;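 note: Nile Red retained in pooled yeast measured as flow cytometry median fluorescence; 0% = buffer negative control and 100% = Enniatin B positive control; higher means more Nile Red kept so more efflux inhibition; some compounds called inactive have numbers as strong as hits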
# CR mimetic SO – reduction of superoxide in aged yeast, primary screen, HTS | S. cerevisiae aged cells, superoxide DHE fluorescence; stronger effect = lower value | superoxide response (% of plate mean), % at 10 µM | actives 0.18% (n = 330,000) | AID 2690, 2010;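 active = superoxide response under a set limit, about three screen SD below normal, cut at about 65% in these data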;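 note: yeast aged for seven days with compound at 30 °C before DHE staining; 100% = average MFI of all compound-treated wells on the plate with controls excluded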
# RPL19A-GFP yeast – RPL19A-GFP expression modulators in yeast, primary screen, cell-based, S. cerevisiae, multiplex flow cytometry, MLPCN; S. cerevisiae RPL19A-GFP strain, 3 h; stronger effect = lower value; percent response vs DMSO, % at 10 µM; actives 0.3% (n = 330,000); AID 2025, 2009;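 active = percent response vs DMSO below 50%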;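 note: median channel GFP fluorescence of the barcoded RPL19A-GFP strain; ratio of sample median GFP to plate DMSO average so 100% = DMSO; lower means less RPL19A-GFP as with rapamycin TOR inhibition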
# CIT2-GFP yeast – modulators of CIT2-GFP expression in yeast, primary screen, S. cerevisiae, GFP fusion, multiplex flow cytometry, MLPCN library | S. cerevisiae CIT2-GFP strain, 3 h; 100 means same as DMSO wells | GFP response vs DMSO, % at 10 µM | AID 2029, 2009 | actives 0.065% (n = 320,000);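 active = GFP response relative to DMSO above a set limit, near the screen mean plus 3 SD, cut at about 150% in these data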;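 note: ratio of well median GFP fluorescence to mean of DMSO wells on the plate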
# MEP2-GFP yeast – modulators of MEP2-GFP levels in yeast, primary screen, S. cerevisiae, multiplex flow cytometry, MLPCN library; actives 0.51% (n = 330,000); S. cerevisiae MEP2-GFP strain, 3 h; 100% = DMSO control level; AID 2016, 2009; GFP response vs DMSO, % at 10 µM;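 active = GFP response versus DMSO above a set limit, roughly screen mean plus 3 SD, cut at about 180% in these data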;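 note: median GFP fluorescence of the barcode-gated MEP2-GFP cells per well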
# LAP4-GFP MLPCN – modulators of LAP4-GFP expression in yeast, primary screen, S. cerevisiae, multiplex flow cytometry, MLPCN library; actives 0.34% (n = 320,000); GFP response vs DMSO, % at 10 µM; AID 2023, 2009; 3 h; median GFP as percent of DMSO wells;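 active = GFP response vs DMSO above a set limit, about the screen mean plus 3 SD, cut at about 150% in these data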
# An asterisk follows results filed as active; . = not tested or not shown. Rows were taken by chance; any-hit rate near 3.9%.
SMILES,AGP1 TOR yeast,AHR act,Efflux pump inh,CR mimetic SO,RPL19A-GFP yeast,CIT2-GFP yeast,MEP2-GFP yeast,LAP4-GFP MLPCN
O=C(Cc1cccs1)NCc1cn2ccccc2n1,106.0,-1.0,0.0,91.5,95.5,111.2,91.7,118.8
COCCNC(=O)COC(=O)CSCc1nc2ccccc2s1,107.9,11.4,0.0,101.6,102.1,108.6,108.1,103.1
CCOC(=O)CN1C(=O)/C(=C/c2ccccc2Br)Oc2ccccc21,97.4,4.1,0.0,106.5,98.1,98.7,103.8,87.8
O=C(NCCCO)/C(=C\c1cn(-c2ccccc2)nc1-c1cccnc1)NC(=O)c1ccccc1,91.1,17.5,0.0,94.8,105.5,102.9,99.2,83.8
CCOC(=O)C1=C(N)Oc2cc(C)n(C)c(=O)c2C1c1ccncc1 (stereo not drawn),100.6,4.1,0.0,90.3,96.2,102.2,91.8,99.6
CN(C)c1ccc(/C=C/C(=O)c2c(O)c3ccccc3oc2=O)cc1,100.6,6.7,1.4*,95.8,98.2,104.9,96.6,101.3
COc1ccc(NS(=O)(=O)c2ccc3c(c2)oc(=O)n3C)c(OC)c1,108.7,-2.1,-0.3,97.8,102.4,109.4,108.7,102.9
O=C(CSc1ccccn1)Nc1ccc2c(c1)oc1ccccc12,84.5,5.9,0.3,103.2,99.8,82.8,102.1,110.8
Cc1ccc2oc(C(=O)N(C)Cc3cnccn3)c(C)c2c1,98.0,5.8,-0.1,100.3,101.2,98.4,96.9,98.6
CCN(C(=O)COC(=O)CCCOc1ccccc1)c1c(N)n(Cc2ccccc2)c(=O)[nH]c1=O,105.9,-2.1,0.1,91.4,101.2,101.2,113.0,107.4
CCOc1ccc2ccccc2c1CNCCN1CCOCC1,97.6,2.1,-0.1,100.9,97.1,99.9,97.8,100.2
O=C(c1c(F)cccc1F)N1CCN(S(=O)(=O)c2ccc3c(c2)OCCO3)CC1,96.0,-6.5,-0.1,117.8,97.3,94.6,95.2,90.5
Cc1sc2ncnc(NC(C)C(=O)O)c2c1C (stereo not drawn),100.1,-0.1,0.3,96.0,103.0,95.0,92.7,105.9
COCCN(C(=O)COC(=O)CCC(=O)c1ccc(C)cc1)c1c(N)n(Cc2ccccc2)c(=O)[nH]c1=O,97.5,-0.7,0.4,91.1,108.2,95.9,108.5,90.2
Cc1nnc(Sc2cc(C(=O)NC3CC3)c3ccccc3n2)s1,101.7,27.3,0.1,97.6,96.8,106.2,99.2,92.3
COc1ccc(OC)c(Nc2c3c(nc4ccccc24)CCC3)c1,109.0,1.1,-0.2,92.0,101.2,112.1,115.5,104.5
O=C(CNS(=O)(=O)c1ccc(Cl)c(C(F)(F)F)c1)NC1CCCCC1,101.3,0.9,0.1,112.6,100.5,92.7,100.8,111.3
COc1ccc(/C=C(\NC(=O)c2ccccc2)C(=O)NCC2CCCO2)cc1 (stereo not drawn),98.8,3.0,0.0,104.8,100.3,99.6,94.2,93.5
Cc1cccc(NC(=O)COC(=O)c2cccs2)c1C,94.6,-0.3,0.0,105.8,100.2,93.2,104.8,98.3
Cc1ccc2c(CC(=O)Nc3ccc(F)c(S(=O)(=O)N4CCOCC4)c3)coc2c1,106.5,2.4,0.0,94.2,99.5,107.0,104.1,105.1

# Profiles from above:
# Record of CCN(C(=O)COC(=O)CCCOc1ccccc1)c1c(N)n(Cc2ccccc2)c(=O)[nH]c1=O = AGP1 TOR yeast: 105.9; AHR act: -2.1; Efflux pump inh: 0.1; CR mimetic SO: 91.4; RPL19A-GFP yeast: 101.2; CIT2-GFP yeast: 101.2; MEP2-GFP yeast: 113.0; LAP4-GFP MLPCN: 107.4
# Record of Cc1nnc(Sc2cc(C(=O)NC3CC3)c3ccccc3n2)s1 = AGP1 TOR yeast: 101.7; AHR act: 27.3; Efflux pump inh: 0.1; CR mimetic SO: 97.6; RPL19A-GFP yeast: 96.8; CIT2-GFP yeast: 106.2; MEP2-GFP yeast: 99.2; LAP4-GFP MLPCN: 92.3
# Record of COc1ccc(OC)c(Nc2c3c(nc4ccccc24)CCC3)c1 = AGP1 TOR yeast: 109.0; AHR act: 1.1; Efflux pump inh: -0.2; CR mimetic SO: 92.0; RPL19A-GFP yeast: 101.2; CIT2-GFP yeast: 112.1; MEP2-GFP yeast: 115.5; LAP4-GFP MLPCN: 104.5

# Later entries.
SMILES,AGP1 TOR yeast,AHR act,Efflux pump inh,CR mimetic SO,RPL19A-GFP yeast,CIT2-GFP yeast,MEP2-GFP yeast,LAP4-GFP MLPCN
OCC1(c2cc(C(F)(F)F)n[nH]2)CCCCC1,103.7,-0.1,-0.3,84.5,102.1,106.9,108.0,101.2
Cc1cc(NC(=O)C2CC(=O)N(c3cccc(C)c3C)C2)no1 (stereo not drawn),98.4,1.2,0.1,92.7,105.4,105.8,103.2,89.2
CCn1c(N2CCN(S(=O)(=O)c3ccccc3)CC2)nc2ccccc21,100.7,-4.4,-0.1,115.2,103.8,104.5,107.2,98.6
Cc1nc2ccccc2nc1CN1CCN(Cc2ccc(F)c(F)c2)C(CCO)C1 (stereo not drawn),96.7,7.6,0.0,91.4,100.2,111.0,103.0,99.1
COc1cc(C(=O)NCC(=O)N2CC=C(c3ccccc3)CC2)cc(OC)c1OC,104.2,2.4,0.0,102.7,103.7,97.4,108.1,105.2
CCCCC(c1nnnn1CC1CCCO1)N1CCN(c2ccccc2)CC1 (stereo not drawn),93.3,13.1,0.5,83.5,96.0,90.1,104.6,91.3
Cc1cc(C(=O)Nc2cccc(C(=O)O)c2)oc1C,106.8,-8.3,-0.3,87.6,102.4,106.4,101.8,102.5
CC(=O)c1ccc(OC(=O)CCc2ccccc2)cc1,101.9,4.3,0.1,101.5,104.2,102.5,105.4,96.7
COc1ccccc1C(=O)Nc1cccc(N(C)S(C)(=O)=O)c1,102.1,50.7*,0.1,91.2,99.6,92.5,95.8,99.5
CCOC(=O)c1ccc(NC(=O)CSc2nc(=O)n(CCN3CCOCC3)c3c2CCC3)cc1,110.9,1.2,-0.1,98.5,101.9,103.9,98.1,101.2
Cc1cccc(C(=O)NC2CC3CCCC(C2)N3S(=O)(=O)c2ccccc2)c1 (stereo not drawn),102.2,3.7,-0.1,92.3,101.0,100.0,97.5,104.9
CN1CCN(S(=O)(=O)c2cccc(C(=O)NCCC3=CCCCC3)c2)CC1,110.2,-1.8,0.1,80.9,99.9,98.4,98.3,104.8
CCCSc1ccc2nc(-c3ccccc3)cn2c1,96.0,-9.4,0.0,93.9,105.6,98.3,92.7,106.0
N#C/C(=C(/O)CSc1nnc(Cc2cccs2)n1C1CCCCC1)c1nc2ccccc2[nH]1,97.4,37.2,0.1,99.0,98.8,91.4,96.3,98.2
CCOC(=O)CN1C(=O)S/C(=C\c2ccc(-c3cccc(C(=O)O)c3C)o2)C1=O,104.4,1.8,0.0,97.1,96.9,105.5,97.3,141.6
CCOc1ccc(CCN2C(=O)CCC2(C)C(=O)NC(C)CC)cc1OCC (stereo not drawn),87.9,6.0,-0.1,97.8,90.4,95.5,94.4,89.5
CCCCn1c(-c2ccncc2)nc2c1c(=O)[nH]c(=O)n2CC(C)C,104.8,1.3,0.1,100.0,98.3,103.2,103.2,100.8
CN(C)C(CNS(=O)(=O)c1ccc(Cl)cc1)c1cccnc1 (stereo not drawn),95.0,1.2,-0.1,109.0,95.8,90.7,93.2,96.7
CCC(C)NC(=O)C1CCN(c2nc(OC)nc(OC)n2)CC1 (stereo not drawn),.,-1.2,0.0,104.4,95.6,99.8,95.8,103.1
CCOc1ccc2nc(SCC(=O)N3c4ccccc4Sc4ccccc43)sc2c1,98.1,24.7,0.5,100.9,100.7,93.3,101.4,97.0
O=C1CCC(C(=O)N2CCN(c3cnccn3)CC2)CN1CCc1cccc(F)c1 (stereo not drawn),99.6,8.1,0.1,121.0,97.0,108.1,81.6,86.9
CCCc1cc(=O)oc2cc(C)cc(OCC(=O)NCCCN3CCOCC3)c12,101.8,5.0,0.1,105.9,101.2,105.7,110.0,102.3
COc1ccc(S(=O)(=O)N(Cc2ccccc2)c2ccccc2C(=O)Nc2ccccc2C(=O)NCc2ccco2)cc1,95.1,0.1,-0.1,100.7,100.5,98.4,92.3,89.4
C/C=C/C(=O)Nc1nnc(C(C)C)s1,103.9,20.4,0.0,99.8,100.5,103.4,97.1,95.1
CCOC(=O)C(NC(=O)c1cccc(Cl)c1)(Nc1sc2c(c1C(N)=O)CCC2)C(F)(F)F (stereo not drawn),104.0,1.1,-0.1,88.2,105.0,104.2,104.6,99.0
OCCn1c(-c2ccc3c(c2)OCO3)csc1=Nc1ccccc1,105.0,25.7,0.1,105.8,102.8,95.3,107.0,104.2
CC(C)N1CCN(Cc2ccncc2)CC1CCO (stereo not drawn),100.7,5.3,-0.1,91.0,101.9,98.7,99.6,101.7
CC1(NC(=S)Nc2ccc3ccccc3c2)CCS(=O)(=O)C1 (stereo not drawn),106.4,25.5,0.1,98.5,103.5,109.6,112.2,109.5
Cc1cccc(S(=O)(=O)c2c(N)n(Cc3ccco3)c3nc4ccccc4nc23)c1,100.2,0.7,0.3,88.1,101.0,105.0,104.8,100.2
Cc1cc2nc(-c3cccc(NC(=O)c4ccc(Br)o4)c3C)oc2cc1C,102.7,28.0,-0.1,113.0,100.8,103.8,109.2,102.0
Cc1cc(=O)oc2cc(NC(=O)COc3ccccc3[N+](=O)[O-])ccc12,106.0,3.0,-0.4,91.5,101.5,96.4,108.9,106.1
CCOC(=O)c1sc2nccc(N(C)C)c2c1N=CN(C)C,102.3,-2.2,0.0,95.4,104.2,95.2,101.3,95.4
CCOC(=O)C1(CC2CCCCO2)CCN(Cc2cccnc2)CC1 (stereo not drawn),110.4,4.8,0.0,96.8,93.7,99.8,97.0,116.2
O=C(CSc1n[nH]c(=O)n1Cc1ccco1)N1CCOCC1,106.6,-2.6,-0.1,92.5,98.6,101.6,101.2,106.6
Cc1cc2occ(CC(=O)NC3CCCc4ccccc43)c2cc1C (stereo not drawn),100.1,6.9,-0.1,93.7,102.1,98.0,101.4,98.5
CC1(C)C2CCC1(CS(=O)(=O)N1CCOCC1)C(=O)C2 (stereo not drawn),95.7,-6.0,1.4*,93.2,97.4,102.3,94.4,100.0
COc1ccc(CCNC(=O)c2c(O)c3c([nH]c2=O)CCCC3)cc1,103.3,0.1,-0.2,82.7,97.1,96.3,96.5,97.9
CCC(=O)Nc1cccc(NC(=O)CSc2nnc(-c3ccc(NS(C)(=O)=O)cc3)n2C)c1,95.6,-0.2,-0.1,100.4,96.9,99.0,100.4,96.9
O=C(Nc1nnc(SCc2ccccc2Cl)s1)c1cccc([N+](=O)[O-])c1,97.1,-0.5,0.0,105.8,96.5,98.8,97.2,95.0
Cc1cc(NC(=O)C2C3C(=O)N(Cc4ccc(Cl)cc4)C(C(=O)NC(C)(C)C)C34C=CC2(C)O4)no1 (stereo not drawn),104.1,-0.1,0.0,83.0,99.1,104.1,97.2,111.0
Cc1nc2ccsc2c(=O)n1-c1cccc(Cl)c1,101.1,1.4,0.1,95.3,97.9,88.3,96.7,101.1
COc1ccc(CNC(=O)CC23CC4CC(CC(C4)C2)C3)cc1,92.2,2.7,0.1,103.1,98.4,87.7,100.1,95.6
O=C(COC(=O)CC1CCCCC1)Nc1c(Cl)cccc1Cl,101.0,-0.5,0.6,156.3,101.4,92.6,101.1,100.8
Cc1c(NC(=S)NC(=O)C(C)(C)C)cccc1[N+](=O)[O-],92.9,17.6,1.0,104.0,97.4,84.3,100.4,106.9
